# Source: PubChem BioAssay (several laboratories)
# TRPC4 inh – TRPC4 (mouse) channel inhibition | B-score at 10 µM | AID 2247 | HEK293 TRPC4beta/mu-opioid, DAMGO-evoked Fluo4 calcium flux; hits give low values | actives 0.39% (n = 300,000) | Q9QUQ5;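 active = B-score over 3 SD under the library average, no early fluorescence shift, positive overall ratio signal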
#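 System: stable TRPC4beta/mu-opioid receptor HEK293 cells; Dosing: single-point compound dosing; Measured by: Fluo4 Ca2+ flux fluorescence; Read-out basis: per-well B score of integrated baseline-normalized Fluo4 ratio.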
# SKKanGAS inh – SKKanGAS growth inhibition; inhibition, % at 7.5 µM; S. pyogenes SKKanGAS, kanamycin growth, BacTiter-Glo, 6 h; actives 1.3% (n = 300,000);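 active = mean replicate score, as percent of positive control median, at least 50; inconclusive = mean below 50 but one replicate at or above 50; inactive = mean and every replicate below 50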;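 also: strain carries kanamycin resistance gene driven by streptokinase promoter and grows in 40 µg/ml kanamycin; loss of luminescence reflects streptokinase promoter inhibition or plain growth inhibition; 0% = median of DMSO wells and 100% = positive control at its reference dose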
# ANO1 activ – activators or potentiators of mouse TMEM16A chloride channel; actives 0.3% (n = 340,000); Q8BHY3; HEK293 TMEM16A/YFP-H148Q/I152L, iodide quench fluorescence; hits give low values; B-score at 10 µM; AID 623877;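 active = fluorescence-ratio B-score plate-corrected deviation score at least 3 library SD below zero, with starting fluorescence score within 5 deviations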;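 also: channel opened by trigger with iodide after compound preincubation; score built on the fluorescence ratio of max minus min over baseline; more negative score means more quench and so TMEM16A activation or potentiation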
# TRPC4 PAM – allosterically enhances the mouse TRPC4 cation channel; Q9QUQ5; HEK293 TRPC4beta/mu-opioid, DAMGO EC20, Fluo-4 Ca2+ flux; hits give high values; B-score at 10 µM; actives 0.42% (n = 310,000);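 active = B-score of calcium response area above 5 SD of library B-scores, with initial fluorescence ratio within 5 SD of library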;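 also: B-score of integrated fluorescence ratio over time as area under calcium response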
# TRPC4 agonist – opens the mouse TRPC4 cation channel | HEK293 TRPC4beta/mu-opioid, Fluo4 calcium fluorescence; hits give high values | B-score at 10 µM | actives 0.49% (n = 310,000) | AID 2237;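 active = B-score above 5 SD of library B-scores, and initial fluorescence ratio not above library mean plus 5 SD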;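 also: positive B-score marks a calcium rise read as TRPC4 activation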
#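 Assay system: HEK293 stable line with TRPC4beta plus mu-opioid receptor; schedule: 45 min room-temperature Fluo4 loading, 110 s read; technique: kinetic Fluo4 calcium fluorescence; evaluation: integrated baseline-normalised fluorescence ratio, converted to per-well B score; controls: buffer (low) and maximal DAMGO (high)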
# TRPC6 inh – blocks the mouse TRPC6 cation channel; HEK293-TRPC6, membrane potential dye, ACh-evoked depolarization; hits give low values; B-score at 10 µM; actives 1.1% (n = 310,000);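 active = B-score under library mean minus 3 SD, initial fluorescence not abnormally high, positive integrated signal ratio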;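 also: B-score derived from integrated fluorescence ratio over the kinetic read; more negative B-score means stronger inhibition of depolarization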
# Target sequence (Q61143 whole entry, looked up): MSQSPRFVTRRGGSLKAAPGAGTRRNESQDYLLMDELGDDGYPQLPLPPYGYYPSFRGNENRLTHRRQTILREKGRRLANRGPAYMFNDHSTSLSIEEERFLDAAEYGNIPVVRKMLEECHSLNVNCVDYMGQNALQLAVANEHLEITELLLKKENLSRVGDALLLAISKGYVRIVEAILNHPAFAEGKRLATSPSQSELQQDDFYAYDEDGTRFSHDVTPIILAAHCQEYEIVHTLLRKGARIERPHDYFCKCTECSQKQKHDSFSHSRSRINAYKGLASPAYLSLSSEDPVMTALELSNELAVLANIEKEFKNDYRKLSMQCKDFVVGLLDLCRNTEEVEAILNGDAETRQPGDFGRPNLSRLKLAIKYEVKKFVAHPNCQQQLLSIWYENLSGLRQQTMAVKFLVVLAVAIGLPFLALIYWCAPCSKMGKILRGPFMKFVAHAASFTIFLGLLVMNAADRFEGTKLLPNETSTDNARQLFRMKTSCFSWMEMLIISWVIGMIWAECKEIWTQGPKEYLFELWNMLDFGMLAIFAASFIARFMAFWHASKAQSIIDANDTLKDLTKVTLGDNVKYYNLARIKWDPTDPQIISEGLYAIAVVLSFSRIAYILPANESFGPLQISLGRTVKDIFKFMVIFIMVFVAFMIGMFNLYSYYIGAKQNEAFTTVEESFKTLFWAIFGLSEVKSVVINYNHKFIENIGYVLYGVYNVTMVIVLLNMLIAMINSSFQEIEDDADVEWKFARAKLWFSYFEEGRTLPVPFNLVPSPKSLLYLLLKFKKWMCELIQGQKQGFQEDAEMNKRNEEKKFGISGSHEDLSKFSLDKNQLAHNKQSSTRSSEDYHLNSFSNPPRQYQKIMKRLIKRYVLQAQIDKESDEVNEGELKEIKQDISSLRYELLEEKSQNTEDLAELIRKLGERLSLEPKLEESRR
# TMEM16A inh – inhibitors of mouse TMEM16A calcium-activated chloride channel | Q8BHY3 | HEK293 TMEM16A/YFP iodide influx fluorescence, ionomycin | normalized B-score (activity score, 25-100; higher = stronger inhibition) at 10 µM | actives 1.2% (n = 310,000) | AID 588511;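 active = ratio plate-corrected score three or more library SD toward inhibition, starting fluorescence score within five deviations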;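 also: score derived from kinetic fluorescence span divided by baseline fluorescence per well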
# MrgX1 antagonist – antagonists of human MrgX1 receptor | actives 1.3% (n = 310,000) | MRGX1-HEK293 calcium flux, Fluo-4, BAM8-22 antagonism; hits give low values | Q96LB2 | B-score at 10 µM;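 active = calcium-response B-score plate-corrected more than 3 library SD below zero, starting fluorescence within 5 deviations, no agonist response on first addition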;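 also: peak minus trough fluorescence over baseline after final BAM8-22 challenge near maximal dose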
# MrgX1 allo act – human MrgX1 positive allosteric modulation, primary screen; B-score at 10 µM; AID 588675; MrgX1-HEK293, Fluo-4 calcium flux, FDSS; hits give high values; actives 0.63% (n = 310,000);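 active = plate-corrected calcium response at least 3 library SD above typical, normal starting fluorescence, not activating the receptor alone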;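 also: compound read alongside a low EC10 to EC30 dose of BAM8-22 agonist; peak minus trough fluorescence over baseline measured at the second addition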
# TRPC6 activator – mouse TRPC6 channel activation. Q61143. HEK293-TRPC6 membrane potential dye fluorescence; hits give high values. B-score at 10 µM. actives 0.13% (n = 310,000). AID 2550;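 active = B-score of the integrated fluorescence ratio above library mean plus 3 SD, and starting fluorescence ratio within library mean plus 5 SD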;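 also: higher score means more depolarization so channel activation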
# MrgX1 ag – agonists of human MrgX1 receptor. actives 0.44% (n = 310,000). B-score at 10 µM. MrgX1-HEK293 cells, Fluo-4 calcium fluorescence, agonist mode; hits give high values. AID 588627;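 active = calcium response B-score plate-corrected fluorescence ratio at least 3 library SD, with starting fluorescence B-score inside 5 SD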
#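 Material – MrgX1-expressing HEK293 cells · Input – 15,000 cells seeded per well · Dosing – compound as first of three additions · Times – overnight seeding, then 1 h dark dye loading · Measured by – kinetic Fluo-4 NW fluorescence of intracellular calcium · Read-out – B-scored fluorescence response ratio · Benchmarks – positive and negative control wells on each plate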
# * marks the source's active call; other numbers are inactive results; i = inactive; ? = inconclusive; nt = not tested or not shown; & = joins results of further samples.
SMILES,TRPC4 inh,SKKanGAS inh,ANO1 activ,TRPC4 PAM,TRPC4 agonist,TRPC6 inh,TMEM16A inh,MrgX1 antagonist,MrgX1 allo act,TRPC6 activator,MrgX1 ag
COc1ccccc1CC(=O)Nc1nc(-c2ccc(F)c(F)c2)cs1,i,21,i,i,i,i,i,i,i,i,i
O=C(CN1CCCCC1)N1c2ccccc2CCc2ccccc21,i,8,i,i,i,-6.5*,i,i,i,i,i
COc1ccc(C(=O)N[C@H](C(=O)Nc2ccc(S(=O)(=O)N3CCOCC3)cc2)C(C)C)cc1,i,13,i,i,i,i,i,i,i,i,i
COCCNC(=O)c1nc2ccccc2s1,i,-15,i,i,i,i,i,i,i,i,i
CC(C)(C)c1cc(C(=O)O)c(CN2CCCCC2)o1,i,5,i,i,i,i,i,i,i,i,i
O=C(NCC(=O)N(Cc1ccc(F)cc1)C(C(=O)NCC1CCCO1)c1ccccc1)c1ccco1 (configuration not stated),i,0,i,i,i,i,i,i,i,i,i
OC(CNCc1ccccc1)Cn1ccc2ccccc21 (configuration not stated),i,-9,i,i,i,i,i,i,i,i,i
CCn1c(COc2ccc3c(c2)OCO3)nnc1SCC(=O)c1ccc(Cl)cc1,i,1,i,i,i,i,i,i,i,i,i
COc1ccc(-c2nnc3ccc(SCC(=O)NCC4CCCO4)nn23)cc1 (configuration not stated),i,1,i,i,i,i,i,i,i,i,i
COc1ccc(Cn2c(=S)[nH]c3ccsc3c2=O)cc1,i,-1,i,i,i,i,i,i,i,i,i
COc1ccc(Nc2nc3ccccc3nc2NS(=O)(=O)c2cccs2)c(OC)c1,i,22,i,i,i,i,i,i,i,i,i
COc1ccc(Br)cc1CNc1ccccc1,i,10,i,i,i,i,i,i,i,i,i
CCS(=O)(=O)Nc1cccc(C2=NN(S(=O)(=O)CC)C(c3ccccc3)C2)c1 (configuration not stated),i,-5,i,i,i,i,i,i,i,i,i
Cc1cccc(C)c1-n1nnnc1S(=O)(=O)Cc1ccccc1Cl,nt,nt,i,nt,nt,nt,i,i,i,nt,i
COC(=O)C1CCN(C(=O)c2ccc3nccnc3c2)CC1,i,6,i,i,i,i,i,i,i,i,i
O=C(N1CCCCCC1)N1CCN(S(=O)(=O)N2CCOCC2)CC1,i,-6,i,i,i,i,i,i,i,i,i
Cc1ccccc1C(=O)N1CCN(c2ccc(NC(=O)c3ccc4c(c3)OCCO4)cc2)CC1,i,18,i,i,i,i,25*,i,i,i,i
CCNC(=O)N1CCCC(C(=O)c2ccc(OC)c(OC)c2)C1 (configuration not stated),i,2,i,i,i,i,i,i,i,i,i
c1ccc(CNc2nc3ccccc3[nH]2)cc1,i,17,i,i,i,i,i,i,i,i,i
CCSC1=NCN(CCCC(=O)O)CN1,i,8,i,i,i,i,i,i,i,i,i
C=CCn1c(N2CCCC2)nc2c1c(=O)n(C)c(=O)n2C,i,0,i,i,i,i,i,i,i,i,i
CCc1ccc(Nc2nnc(SCc3cc(=O)n4ccsc4n3)s2)cc1,i,-6,i,i,i,i,i,i,i,i,i
CN(c1ccccc1)c1ccc(/C=N/NC(=O)CC#N)cc1,i,-6,i,i,i,i,i,i,i,i,i
O=c1cc(N2CCOCC2)[nH]c(=O)n1Cc1ccc(F)cc1,i,4,i,i,i,i,i,i,i,i,i
COCCN1Cc2cccc(C(=O)NCc3ccc4c(c3)OCO4)c2C1=O,i,3,i,i,i,i,i,i,i,i,i
COC(=O)c1ccc(S(=O)(=O)N2C3CCC2CC(NC(=O)C2CC2)C3)cc1 (configuration not stated),i,-2,i,i,i,i,i,i,i,i,i
O=C(CS(=O)(=O)Cc1ccccc1)Nc1ccc(S(=O)(=O)N2CCOCC2)cc1,i,27,i,i,i,i,i,i,i,i,i
O=c1/c(=C/c2ccco2)sc2n1CN(c1ccccc1)CN=2,i,6,i,i,i,i,i,i,i,i,i
O=C(Nc1ccc(Cl)cc1C(F)(F)F)c1ccccc1Cl,i,13,i,i,i,i,i,i,i,i,i
O=C(NCc1ccncc1)C(=O)N/N=C/c1cccnc1,i,-4,i,i,i,i,i,i,i,i,i
O=C(Cc1coc2cc3c(cc12)CCC3)OCc1cc(=O)n2c(n1)sc1ccccc12,i,-1,i,i,i,i,i,i,i,i,i
CCOc1ccc2c(=O)c(Oc3ccccc3)c(C)oc2c1,i,-5,i,i,i,i,i,i,i,i,i
CC(=O)N(Cc1c(C)nn(-c2ccccc2)c1Cl)c1ccc(Cl)cc1,i,11,i,i,i,i,i,i,i,i,i
CC[n+]1c(C)sc2sc3ccccc3c21,i,4,nt,i,i,i,i,i,i,i,i
Nc1ccc(O)c2c1C(=O)c1ccccc1C2=O,i,4,i,i,i,-8.2*,i,i,i,i,i
COc1ccc(/C=N\NC(=S)SCN2C(=O)C3CCC(C)(C2=O)C3(C)C)cc1 (configuration not stated),i,4,i,i,i,i,i,i,i,i,i
COC(=O)c1cc(-c2ccccc2)sc1N,i,2,i,i,i,i,i,i,i,i,i
O=C(COc1ccccc1)Nc1nc2cc3c(cc2s1)OCCO3,i,30,i,i,i,i,i,i,i,i,i
CC(=O)C1=C(O)C(=O)N(Cc2ccccc2)C1c1ccccc1F (configuration not stated),i,2,i,i,i,i,i,i,i,i,i
Clc1cc(NC2CCCCC2)ncn1,i,8,i,i,i,i,i,i,i,i,i
CCOc1cc(/C=N/Nc2ccc(C(=O)O)cc2)ccc1OC(=O)c1ccccc1C,i,75*,i,i,i,i,i,i,i,i,i
CCCc1cc(=O)[nH]c(SCC(=O)NC2CCCc3ccccc32)n1 (configuration not stated),i,1,i,i,i,i,i,i,i,i,i
O=C(CCCOc1ccc(Cl)cc1Cl)Nc1ccccn1,i,-12,i,i,i,i,i,i,i,i,i
CCOC(=O)c1cc2sccc2n1CC(=O)C(C)(C)C,i,6,i,i,i,i,i,i,i,i,i
O=C(CCS(=O)(=O)c1cccc2nonc12)N1CCCc2ccccc21,i,-1,i,i,i,i,i,i,i,i,i
CC(C)OCCCNc1ncnc2c1nc1n2CCCC1,i,0,i,i,i,i,i,i,i,i,i
CCOC(=O)Cc1csc(SCC(=O)Nc2cccc(C#N)c2)n1,i,-5,i,i,i,i,i,i,i,i,i
COCCN(C(=O)C1CC1)c1nnc(-c2cccc(C)c2)s1,i,-4,i,i,i,i,i,-5.4*,i,i,i
O=C(CCc1ccccc1Cl)Nc1cccc(S(=O)(=O)N2CCCC2)c1,i,9,i,i,i,i,i,i,i,i,i
Cn1c(Cc2ccccc2)nnc1SCC(=O)Nc1ccccc1N1CCOCC1,i,-6,i,i,i,i,i,i,i,i,i
# (next part)
SMILES,TRPC4 inh,SKKanGAS inh,ANO1 activ,TRPC4 PAM,TRPC4 agonist,TRPC6 inh,TMEM16A inh,MrgX1 antagonist,MrgX1 allo act,TRPC6 activator,MrgX1 ag
COc1ccccc1-c1nnc(NC(=O)C(C)SC2=NCCS2)s1 (configuration not stated),i,16,i,i,i,i,i,i,i,i,i
Cc1nn(-c2ccccc2)c(Cl)c1C(=O)N1CCN(C)CC1,i,nt,i,i,i,i,i,i,i,i,i
O=C(NCCS(=O)(=O)N1CCN(c2ccccc2F)CC1)c1ccc(F)c(F)c1,i,-13,i,i,i,i,i,i,i,i,i
Cc1cc(=O)[nH]c(SCc2nc3ncccn3c2Br)n1,i,-9,i,i,i,i,i,i,i,i,i
COc1ccccc1C(=O)NCCN1CCN(c2ccccc2)CC1,i,7,i,i,i,i,i,i,i,i,i
CC1CCCN(S(=O)(=O)c2ccc(N(C(=O)c3cnccn3)C(C(=O)NC3CCCCC3)c3cccs3)cc2)C1 (configuration not stated),i,-2,i,i,i,i,i,i,i,i,i
COc1ccccc1NC(=O)c1cc(S(=O)(=O)NC2CCCC2)ccc1F,i,-5,i,i,i,i,i,i,i,i,i
CCOc1ccc(NC(=O)NCCCCc2ccccc2)cc1,i,?,i,i,i,i,i,i,i,i,i
COCCCNC(=O)c1ccc(-n2nc(C(F)(F)F)cc2-c2cccs2)cc1,i,-5,i,i,i,i,i,i,i,i,i
Cc1cccc(NC(=O)COc2ccc(Br)cc2C)n1,i,-8,i,i,i,i,i,i,i,i,i
C=CCn1c(-c2cccnc2Cl)nc2ccccc21,i,-5,i,i,i,i,i,i,i,i,i
O=S(=O)(NCc1ccccc1)c1cccc(S(=O)(=O)N2CCOCC2)c1,i,2,i,i,i,i,i,i,i,i,i
CNc1nc(NC)nc(-n2c(C(F)(F)F)nc3ccccc32)n1,i,-4,i,i,i,i,i,i,i,i,i
Cc1ccc(NS(=O)(=O)c2ccc(C)c(C(=O)N3CCOCC3)c2)cc1,i,4,i,i,i,i,i,i,i,i,i
COc1ccc(N2CCN(C3CCCN(Cc4ccccc4OCCO)C3)CC2)cc1 (configuration not stated),i,-4,i,i,i,i,i,i,i,i,i
CCOC(=O)c1c(CN2CCCCC2)oc2ccc(OC)cc12,i,-1&3,i,i,i,i,i,i,i,i,i
COc1cc(/C=N/NS(=O)(=O)c2ccc(Br)cc2)ccc1O,i,-1,i,i,i,i,i,i,i,i,i
CN1CCN(c2nc3c(c(=O)n(C)c(=O)n3C)n2Cc2ccccc2Cl)CC1,i,-2,i,i,i,i,i,i,i,i,i
COCCn1c(SC(C(=O)Nc2cc(C)ccc2OC)c2ccccc2)nnc1-c1ccc(Cl)cc1 (configuration not stated),i,12,i,i,i,i,i,i,i,i,i
NS(=O)(=O)c1ccc(C(=O)O)cc1,i,0,i,i,i,i,i,i,i,i,i
COc1ccccc1C(c1nnnn1Cc1ccco1)N1CCN(c2cccc(C)c2C)CC1 (configuration not stated),i,27,i,i,i,i,i,i,i,i,i
CCCCS(=O)(=O)NC1=NCN(CCOC(=O)c2ccccc2)CN1,i,0,i,i,i,i,i,i,i,i,i
